Assay outcomes from PubChem BioAssay.
All columns: NCI-60 one-dose screen, growth in % after 48 h at 10 µM unless noted; 100 = growth as untreated, 0 = no growth, -100 = all killed.
SK-MEL-28: SK-MEL-28 melanoma; AID 1794761; 4.1% of 81,000 active
LOX IMVI: LOX IMVI melanoma; 7.4% of 79,000 active; AID 1794757
UACC-257: UACC-257 melanoma; 4.4% of 78,000 active; AID 1794764
SK-MEL-2: SK-MEL-2 melanoma; 4.7% of 77,000 active; AID 1794763
UACC-62: UACC-62 melanoma; 5.4% of 81,000 active
MALME-3M: MALME-3M melanoma; 5.8% of 78,000 active; AID 1794766
SK-MEL-5: SK-MEL-5 melanoma; 6.4% of 80,000 active; AID 1794755
MDA-MB-435: MDA-MB-435 melanoma; AID 1794794; 7.8% of 82,000 active
Numbers without * were called inactive; x = not tested or not shown; & = joins results of further samples; [ ] = remark or other dose. Rule for the calls: active = growth percent below 10; inactive = the rest.

Compound,SK-MEL-28,LOX IMVI,MALME-3M,UACC-62,MDA-MB-435,UACC-257,SK-MEL-2,SK-MEL-5
N#C/C(=C\c1ccc(Cl)cc1Cl)C(=O)N1c2ccccc2Sc2ccccc21,106,107,106,91,91,109,126,100
O=C(CN1CCN(c2cc3c(cc2F)c(=O)c(C(=O)O)cn3C2CC2)CC1)Nc1nnc(-c2ccc(Cl)cc2)s1,110,80,106,91,111,88,103,96
CSCC[C@H](NC(=O)CSc1nnc(-c2ccc(NC(=O)c3cccnc3)cc2)o1)C(=O)O,116,106,108,100,110,97,97,104
CC1=C(C(=O)Nc2ccccc2)C(c2c(O)cc(O)cc2O)n2c(nc3ccccc32)N1 (configuration not stated),111,x,102,100,103,102,118,102
COCCn1c(C)nc2ccccc2c1=O,88,69,72,76,84,76,99,56
Cc1ccc(S(=O)(=O)c2nc(-c3ccccc3)oc2S(C)(=O)=O)cc1,63,-33*,-78*,76,59,75,67,89
N/N=C\c1cnnc2ccccc12,115,108,118,101,99,96,165,101
Cc1ccc(/C=C(\C#N)n2nc3cc(F)c(F)cc3n2)cc1,91,x,117,85,94,93,99,107
Cc1onc(-c2ccccc2)c1C(=O)N1CCCN2C(=O)c3ccccc3C21 (configuration not stated),113,100,108,112,106,96,127,111
O=C1C(N2CCOCC2)=C(I)C(=O)c2ncccc21,97,43,87,70,-69*,85,91,89
C=NNc1nc2ccccc2s1,110,122,107,94,107,110,120,104
CCOC(=O)CN,112,97,108,101,111,98,105,101
CCc1cccc2c3c(sc12)C(c1ccc(Cl)cc1)C(C#N)=C(/N=C/c1ccc(Cl)cc1)O3 (configuration not stated),57,26,x,11,-58*,60,31,15
N#Cc1ccc(NC(=O)CSc2ccc(-c3ccc(Br)cc3)nn2)cc1,62,53,69,30,65,47,58,4.9*
N#CCCC(CCC#N)(CCC#N)C(=O)c1ccc(Cl)c(Cl)c1,107,95,109,97,104,104,x,100

The last two compounds of the part above are carried over, then new ones follow.
Compound,SK-MEL-28,LOX IMVI,MALME-3M,UACC-62,MDA-MB-435,UACC-257,SK-MEL-2,SK-MEL-5
N#Cc1ccc(NC(=O)CSc2ccc(-c3ccc(Br)cc3)nn2)cc1,62,53,69,30,65,47,58,4.9*
N#CCCC(CCC#N)(CCC#N)C(=O)c1ccc(Cl)c(Cl)c1,107,95,109,97,104,104,x,100
CC1(C)CC(=O)c2ncccc2O1,101,96,101,96,105,99,105,97
O=[N+]([O-])c1cccc(/C=N\N=C\c2cccc([N+](=O)[O-])c2)c1,120,101,103,113,109,105,93,116
Cc1ccccc1NC(=S)NC(=O)c1ccccc1,104,101,82,88,97,102,105,91
COc1ccc(N2C(=O)CS/C2=N/N=C(\C)c2cc3ccccc3oc2=O)cc1,100,92,95,95,101,100,x,110
O=S(=O)(NCCCNc1cc(-c2cn(-c3ccccc3)nc2-c2ccccc2)ccn1)c1ccc(C(F)(F)F)cc1,x,54,70,70,50,x,79,37
CC[C@]12C=CCN3CC[C@@]4(c5ccc(OC)cc5N(C)[C@H]4[C@@](O)(C(=O)OC)[C@@H]1OC(=O)CCCCOc1cc(O)c4c(=O)cc(-c5ccccc5)oc4c1)[C@@H]32,102,58,78,45,95,94,131,82
COC(=O)C1C(=O)COC1C (configuration not stated),109,97,102,106,98,109,x,101
Cc1ccc(Cl)cc1NC(=O)CCl,99,42,82,66,83,86,87,58
O=C(CSc1nc2ccccc2c(=O)n1-c1ccc(S(=O)(=O)Nc2ccc(Cl)nn2)cc1)NC1CCCCC1,113,97,103,89,104,117,107,105
O=C(Nc1ccc2cc3ccc(NC(=O)NC4CCCCC4)cc3nc2c1)NC1CCCCC1,79,63,106,88,95,100,97,107
CCc1cccc(CC)c1NC(=O)c1ccc(CN2CCc3ccccc3C2)cc1,103,100,87,92,95,87,91,95
O=C(Nc1ccc(OCc2nnc(-c3ccc(Cl)cc3)o2)c(F)c1)c1ccc(Cl)c(C(F)(F)F)c1,67,57,93,50,62,61,80,56
COc1ccc(CN(c2ccc(C)cc2)C2OC(=O)c3ccccc32)cc1 (configuration not stated),102,99,91,97,104,101,102,96
CCOc1ccc(OCC)c(Cl)c1,114,103,x,118,113,105,99,112
CC(C)CCC[C@@H](C)[C@H]1CC[C@H]2[C@@H]3CC=C4c5sc(NCCCN6CCOCC6)nc5CC[C@]4(C)[C@H]3CC[C@]12C,119,103,107,94,103,118,113,98
O=[N+]([O-])c1ccc(-c2nc3ccc(-c4n[nH]c(=S)n4-c4ccccc4)cc3[nH]2)cc1,109,98,94,98,106,111,112,103
COc1cc2c(c(OC)c1OC)CCC(c1cccc(NC(=O)c3ccccc3Br)c1)O2 (configuration not stated),110,95,103,72,105,95,94,91
CCOC(=O)/C(F)=C/C1CC1CCc1ccccc1OC (configuration not stated),101,99,106,91,101,101,105,101
CCN(CC)CC#CCO[C@H]1CC[C@H](OCC#CCN(CC)CC)[C@@H]2[C@H]1[C@H]1C[C@@H]3[C@@]4(C)CCCC(C)(C(=O)OC)[C@@H]4CC[C@@]23C=C1C(C)C (some centres not stated),86,84,73,84,82,93,99,72
O=c1cc(Cn2cnn(-c3ccccc3)c2=O)c2c(ccc3ccccc32)o1,100,x,81,87,111,93,90,105
CCN(CC)c1ccc2cc(C(Nc3ccc(Cl)cc3)c3nnnn3C(C)(C)C)c(=O)oc2c1 (configuration not stated),96,72,98,70,88,92,90,80
O=C(O)/C=C/c1cn(-c2ccccc2)nc1-c1ccccc1,108,96,99,91,107,85,91,98
COc1ccc2nc(N/N=C/c3cccc(C)n3)cc(C)c2c1,103,99,88,101,96,100,x,99
Cc1ccc(-[n+]2c3cc(N)c(C)cc3nc3cc(C)c(Nc4ccccc4)cc32)cc1,-70*,-100*,-58*,-74*,-74*,-49*,x,-100*
Nc1cc(S(=O)(=O)c2ccc(O)c(N)c2)ccc1O,113,97,105,76,110,101,75,101
CCCCCCCC(C)(N)C(=O)O (configuration not stated),106,71,104,101,101,103,117,106
COc1ccc(C(=O)Oc2ccc(Cl)cc2Cl)cc1,108,102,107,106,96,99,107,95
c1cc(N2CCCCC2)nc(N2CCCCC2)n1,112,96,108,84,107,113,99,96
O=C(/C=C/c1cc(-c2cc3ccccc3o2)n(-c2ccccc2)n1)c1ccccc1,103,x,99,98,99,95,110,102
Cc1cccc(CN(Nc2ccccc2)c2ccccc2)n1,99,98,90,96,103,99,115,98
COC(=O)/C=C/CC[C@H](N)C(=O)O,102[20 µM],100[20 µM],95[20 µM],99[20 µM],101[20 µM],100[20 µM],101[20 µM],105[20 µM]
CC(=O)C[n+]1ccc(C)cc1Sc1ccccc1C,104,87,102,x,101,98,127,92
Cn1cc(-c2csc(-c3cn(C)c4ccc(F)cc34)n2)c2cnccc21,-96*,-90*,-93*,-69*,-91*,-73*,89,-94*
FC(F)(F)c1cc(-c2nnc3n2NC(=NC2CC2)CS3)cc(C(F)(F)F)c1,111,93,116,92,97,103,127,97
Oc1ccccc1-c1cncnc1,106,100,117,103,107,99,107,97
COc1ccc(-c2cn(-c3cccc(C(=O)/C=C/c4cc(OC)c(OC)c(OC)c4)c3)c(=O)[nH]2)cc1OC,99,69,86,73,83,80,75,88
O=C(N/N=C\c1ccc(F)cc1)c1ccc2nc(-c3ccc(Cl)cc3)[nH]c2c1,112,96,87,99,102,103,105,95
Nc1c(C(=O)Nc2ccnc3ccccc23)sc2nc3c(cc12)C(=O)CCC3,98,101,107,89,97,98,101,84
CCCn1c(=S)sc2c(NNC(C)=O)nc(C)nc21,141,87,101,93,115,92,92,96
Oc1c(C(Nc2ccccc2)c2ccccc2)ccc2cccnc12 (configuration not stated),53,32,88,31,24,64,48,20
Cc1ccc(C(=O)N2CCN(c3ccc(NC(=O)c4cccs4)cc3)CC2)cc1,105,x,x,82,99,97,106,93
CCCCCCCCCCCCCC(=O)Oc1ccc[nH]c1=O,109,44,95,89,113,84,115,97
c1ccc2sc(SCCCn3ccnc3)nc2c1,109,97,96,88,98,87,69,92
COc1ccc2[nH]cc(C3(c4c[nH]c5ccc(OC)cc45)C(=O)Nc4ccc(Cl)cc43)c2c1,95,45,79,73,23,86,91,89
Cc1ccc(NC(=O)C2c3ccccc3-c3ccccc32)cc1,108&103,85&93,90&97,84&89,99&101,113,102,78&80
NS(=O)(=O)c1ccc(NCCC(=O)c2ccccc2)cc1,115,99,100,110,101,99,105,101
COc1cccc2ncc(C)c(=O)n12,114,95,94,98,117,103,91,102
CC(=O)N1N=C(c2ccc(C)cc2)CC1c1cn(-c2ccccc2)nc1-c1cccc(Nc2ccnc3cc(Cl)ccc23)c1 (configuration not stated),52,10,-2.8*,82,14,106,x,74
COc1cc(-c2c3c(c(Br)n2Cc2ccccc2)-c2nc(N)sc2CC3)cc(OC)c1OC,87,88,81,68,36,94,101,87
COc1ccc(-c2cc(-c3cc(OC)c(OC)c(OC)c3)c(C#N)c(=O)n2CCCCC(=O)NO)cc1,77,9.2*,33,61,38,72,87,58
CN(C)CCN1C(=O)c2cccc3c(-c4ccc(-c5nc6c7ccccc7c7ccccc7c6[nH]5)cc4)ccc(c23)C1=O,114,58,110,112,114,110,105,101
COc1ccc(C2=C(c3cn(C)c4ccccc34)C(=O)NC2)cc1OC,111,88,113,81,62,96,105,90
S=C(c1ccc2c(c1)OCO2)N1CCN(c2ccc(Cl)cc2)CC1,105,96,110,97,106,107,103,90
CC(C)(NC(=O)O[C@H]1CCNC1)c1csc(-c2ccc(F)c(O)c2)n1,98,93,x,91,102,93,104,98
COc1cnc2c(c1)C(=O)c1c-2n(CCCN2CCOCC2)c(=O)c2cc(Cl)ccc12,66,-37*,x,4.4*,47,x,92,-9.6*
CCCCOC(=O)N1CCCCC1C (configuration not stated),109,96,90,103,110,95,101,103
O=[N+]([O-])c1ccc(OCCN(Cc2ccccc2)Cc2ccccc2)c([N+](=O)[O-])c1,95,35,102,55,91,81,70,76
Cc1cc2c(F)c(Oc3ncnc(Nc4ccc(N5C[C@@H](C)N[C@@H](C)C5)cc4)c3C#N)cc(F)c2[nH]1,-64*,-60*,75,86,20,66,97,22
COc1cccc(-c2c(C#N)c(-c3ccco3)nc3c2c(-c2ccccc2)nn3-c2ccccc2)c1,102,105,102,81,102,103,102,97
COc1ccc(-c2cc(/C(C#N)=C/c3c[nH]c4ccccc34)[nH]n2)cc1,93,86,113,73,96,x,x,76
Cc1ccc(-c2ccc(CCC(=O)Nc3ncc(Cc4ccc(F)cc4)s3)o2)cc1,110,96,101,88,99,106,108,100
CCOC(=O)c1c2c(n(-c3ccc(C)c(C)c3)c1-c1ccccc1)C=CCC2,103,95,102,63,99,96,76,96

Some of these compounds in order of molecular weight, low to high.
Compound,SK-MEL-28,LOX IMVI,MALME-3M,UACC-62,MDA-MB-435,UACC-257,SK-MEL-2,SK-MEL-5
CCCCOC(=O)N1CCCCC1C (configuration not stated),109,96,90,103,110,95,101,103
NS(=O)(=O)c1ccc(NCCC(=O)c2ccccc2)cc1,115,99,100,110,101,99,105,101
COc1ccc(C2=C(c3cn(C)c4ccccc34)C(=O)NC2)cc1OC,111,88,113,81,62,96,105,90
S=C(c1ccc2c(c1)OCO2)N1CCN(c2ccc(Cl)cc2)CC1,105,96,110,97,106,107,103,90
CC(C)(NC(=O)O[C@H]1CCNC1)c1csc(-c2ccc(F)c(O)c2)n1,98,93,x,91,102,93,104,98
CCOC(=O)c1c2c(n(-c3ccc(C)c(C)c3)c1-c1ccccc1)C=CCC2,103,95,102,63,99,96,76,96
O=[N+]([O-])c1ccc(OCCN(Cc2ccccc2)Cc2ccccc2)c([N+](=O)[O-])c1,95,35,102,55,91,81,70,76
Cc1ccc(-c2ccc(CCC(=O)Nc3ncc(Cc4ccc(F)cc4)s3)o2)cc1,110,96,101,88,99,106,108,100
COc1cnc2c(c1)C(=O)c1c-2n(CCCN2CCOCC2)c(=O)c2cc(Cl)ccc12,66,-37*,x,4.4*,47,x,92,-9.6*
COc1cccc(-c2c(C#N)c(-c3ccco3)nc3c2c(-c2ccccc2)nn3-c2ccccc2)c1,102,105,102,81,102,103,102,97
Cc1cc2c(F)c(Oc3ncnc(Nc4ccc(N5C[C@@H](C)N[C@@H](C)C5)cc4)c3C#N)cc(F)c2[nH]1,-64*,-60*,75,86,20,66,97,22
COc1ccc(-c2cc(-c3cc(OC)c(OC)c(OC)c3)c(C#N)c(=O)n2CCCCC(=O)NO)cc1,77,9.2*,33,61,38,72,87,58
COc1cc(-c2c3c(c(Br)n2Cc2ccccc2)-c2nc(N)sc2CC3)cc(OC)c1OC,87,88,81,68,36,94,101,87
CN(C)CCN1C(=O)c2cccc3c(-c4ccc(-c5nc6c7ccccc7c7ccccc7c6[nH]5)cc4)ccc(c23)C1=O,114,58,110,112,114,110,105,101
CC(=O)N1N=C(c2ccc(C)cc2)CC1c1cn(-c2ccccc2)nc1-c1cccc(Nc2ccnc3cc(Cl)ccc23)c1 (configuration not stated),52,10,-2.8*,82,14,106,x,74
